# ERK EGF inh = qHTS Assay for Inhibitors of the ERK Signaling Pathway using a Homogeneous Screening Assay; Stimulation with EGF | Potency, µM (doses to about 11.5 µM), for the others: at the top dose activity change, negative = inhibition, hits mostly inhibitors | HEK293-V1b, EGF-stimulated phospho-ERK AlphaScreen | hit rate 0.41% among 130,000; active means well fitted inhibition curve with a large enough effect; inconclusive means small, poorly fitted or top-dose-only effect, or effect the other way;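 further: plate controls were stimulated vehicle wells for no effect and unstimulated vehicle basal for full effect; nearly all actives have a fitted effect of over 55% in size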
#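 Stably V1b-transfected HEK293 cells; 30 min compound, then EGF 25 nM final for 5 min at 37C; 10 min lysis; phospho-ERK by AlphaScreen after 5 hr beads at room temperature.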
# The depositor's hits bear a star; ? = inconclusive; [ ] = another dose, or the depositor's remark. Potency means the concentration at half of the fitted maximal effect. Not all compounds are listed; count on the stated rates, not on these rows.
SMILES | ERK EGF inh
NC(=O)[C@H]1CC2(CC(c3cccc(NC(=O)COc4ccc(Cl)cc4)c3)=NO2)CN1C(=O)[C@H]1CCC(=O)N1 (stereo partly drawn) | -5%[57.5 µM]
COc1cc(C#N)ccc1OCC(=O)Nc1ccc(C)c(S(=O)(=O)N2CCOCC2)c1 | -2%
O=C(N/N=C/c1ccco1)c1ccc(NC(=O)c2ccccc2Cl)cc1 | -3%
CC(C)Cn1c(N2CCN(C(=O)/C=C/c3ccccc3)CC2)nc2ccccc21 | -12%
O=C(COC(=O)c1ccccc1NC(=O)c1ccco1)NC1CCS(=O)(=O)C1 (stereo not drawn) | 13%
Cc1noc(NS(=O)(=O)c2ccc(NC(=O)c3ccc(OC(C)C)cc3)cc2)c1C | 7%
O=C(c1ccccc1)c1ccccn1 | -4%
COc1ccc(-n2c(=O)c3c4c(sc3n3c(=S)[nH]nc23)COC(C(C)C)C4)cc1 (stereo not drawn) | -2%[57.5 µM]
O=C(CCc1nnc(-c2ccc3c(c2)OCO3)o1)N1CCC(c2ccc(F)cc2)C1 (stereo not drawn) | 4%
Cc1cc(C)c2nncn2n1 | 9%[57.5 µM]
CN(C)S(=O)(=O)Oc1cccc(C(=O)Nc2ccc([N+](=O)[O-])cc2)c1 | ?
O=C(NC(=S)NCC1CCCO1)c1ccc(Cl)cc1 (stereo not drawn) | -1%
CCOC(=O)C1=C(N)OC2=C(C(=O)CCC2)C1c1sccc1C (stereo not drawn) | -1%
CCCCc1nnc(NC(=O)C(=O)OCC)s1 | -2%
O=C(c1cc(C(F)(F)F)cc(C(F)(F)F)c1)N1CCC2(CC1)CN(c1ccccn1)C2 | ?
CCOC(=O)c1[nH]cnc1C(=O)Nc1cccc(OC)c1 | -2%[57.5 µM]
Cc1cccc(C)c1NC(=O)COC(=O)c1ccc2c(c1)OCO2 | -9%
CCOc1ccc(/C=N/NC(=O)c2c(C)n(C)c3ccc(OC)cc23)cc1 | 0%
O=C(NC(=S)Nc1ccccc1N1CCCC1)c1ccco1 | -1%[57.5 µM]
Clc1cc2c(c(CSc3nc4ccccc4n4cccc34)c1)OCOC2 | 2%[57.5 µM]
COC(=O)c1ccc(CN2CCN(Cc3ccc(F)cc3)C(CCO)C2)cc1 (stereo not drawn) | 0%
O=C(CSc1nnc(CNC(=O)c2ccccc2F)o1)NCc1ccccc1 | 2%
Cn1c(N)c(C(=O)COC(=O)CCC(=O)c2ccc(F)cc2)c(=O)n(C)c1=O | -8%
O=C(NNc1c2ccccc2nc2ccccc12)c1cc2ccccc2cc1O | ?
CCC(C)NC(=O)C1CCCN(c2nc(C)cc(OC)n2)C1 (stereo not drawn) | 4%
Cc1cc(=O)n2c(n1)NC(Nc1cccc(C)c1C)=NC2c1ccccc1 (stereo not drawn) | 2%[57.5 µM]
Cn1c(=O)c(C(=O)NCC2CCCO2)c(O)c2ccccc21 (stereo not drawn) | 8%
Cc1nn(C)c(Cl)c1CN1CCN(C2CCCCC2)C(CCO)C1 (stereo not drawn) | 0%
Cc1c(NC(=O)CC(C)C)c(=O)n(-c2ccccc2)n1C | 14%
Cc1ccc(/C=N/n2c(-c3ccccn3)n[nH]c2=S)o1 | -11%[57.5 µM]
CCOc1ccc(C(=O)Nc2nc3ccccc3[nH]2)cc1OCC | -2%
CC1=C(C(=O)N2CCOCC2)C(c2cccc(C)c2)NC(=S)N1 (stereo not drawn) | 0%
COC(=O)c1ccc(C2/C(=C(\O)c3cccc(OC)c3)C(=O)C(=O)N2CCCN2CCOCC2)cc1 (stereo not drawn) | -1%
COc1ccccc1NC(=O)CN1CCN(c2ccccc2OC)CC1 | 12%[57.5 µM]
Fc1ccc(-c2nc3ccccc3[nH]2)cc1 | -10%
Cc1noc(C)c1-c1nc(NCc2cccnc2)c2ccccc2n1 | 33%

# Molecules above with a thiophene ring, fused or not:
SMILES | ERK EGF inh
COc1ccc(-n2c(=O)c3c4c(sc3n3c(=S)[nH]nc23)COC(C(C)C)C4)cc1 (stereo not drawn) | -2%[57.5 µM]
CCOC(=O)C1=C(N)OC2=C(C(=O)CCC2)C1c1sccc1C (stereo not drawn) | -1%

# Other entries follow.
SMILES | ERK EGF inh
O=C(COc1cccc(Cl)c1)Nc1nc(-c2ccc(S(=O)(=O)N3CCOCC3)cc2)cs1 | 22%
O=C(NC(=O)N1CCN(c2ccc([N+](=O)[O-])cn2)CC1)c1c(Cl)cccc1Cl | -4%[57.5 µM]
Cc1ccc(C(=O)Nc2cccc(C(F)(F)F)c2)cc1NC(=O)c1cnnc2ccccc12 | 3%[57.5 µM]
O=C(Oc1ccccc1/C=C\C(=O)c1cc2ccccc2o1)c1ccccc1 | 7%
NC(N)=NC1=NC(=O)C(Cc2ccccc2Cl)S1 (stereo not drawn) | 11%[57.5 µM]
COc1ccc(NC(=O)CSc2nnc(NC(=O)c3ccccc3C(=O)O)s2)cc1 | 9%
O=C1CCC(=O)N1N1C(=O)C2C3c4ccccc4C(c4ccccc43)C2C1=O (stereo not drawn) | 8%
COc1ccc(Nc2ccc(N3C(=O)CCCC3=O)cc2[N+](=O)[O-])cc1OC | 11%
COc1ccc(CCNC(=O)COC(=O)Cc2cc(OC)c(OC)c(OC)c2)cc1 | 2%
CCn1c(CNC(=O)Cc2ccc(OC)cc2)nnc1SCC(=O)Nc1ccc(C(=O)O)cc1 | 2%
COc1ccc(C(=O)N2CCC3(CC2)CN(C(=O)Nc2ccccc2)C3)cc1 | 2%
CC1CC(C)CN(C(=O)c2ccc(CSc3nc4ccncc4[nH]3)cc2)C1 (stereo not drawn) | 1%
COc1cc(CN2CCN(C(=O)c3ccc(-c4ccccc4)cc3)CC2)cc(OC)c1OC | -9%
O=C(CCNC(=O)c1ccccc1Cl)Nc1nccs1 | 15%
CCCC(c1nnnn1Cc1ccco1)N1CCN(c2ccccc2)CC1 (stereo not drawn) | 3%
CCOC(=O)/C=C1\SCC(=O)N1CC(=O)c1ccc[nH]1 | 0%[57.5 µM]
O=C(Cc1cccs1)N1CCN=C1SCc1ccc(Br)cc1 | -4%
Cc1nn(-c2ccccc2)cc1C(c1c(N)[nH]c(=S)[nH]c1=O)c1c(N)[nH]c(=S)[nH]c1=O | 4%
Nc1cc2c(cc1[N+](=O)[O-])OCO2 | 2%[57.5 µM]
COc1ccccc1CNC(=O)c1ccc(N2CCOCC2)c([N+](=O)[O-])c1 | -7%
CCN(CC)c1ccc(/C=N/N=C(c2ccccc2)c2ccccc2)c(O)c1 | 3%
O=C(Nc1nnc(CCN2CCCCC2)s1)c1cccc(Cl)c1 | -4%[57.5 µM]
COc1ccc(C2=NO[C@@H]3[C@@H]4C[C@@H]([C@H]5C(=O)N(C)C(=O)[C@@H]45)[C@H]23)cc1 | -10%
Cc1ccc(S(=O)(=O)N2CCCCC2)cc1NS(=O)(=O)c1cccc(C(=O)O)c1 | 15%
Oc1c(/C=N/c2ccccn2)sc2ccccc12 | 9%[57.5 µM]
COc1ccc(C(=O)c2ccc(N3CCOCC3)c([N+](=O)[O-])c2)cc1 | 0%
CC(=O)c1sccc1NC(=O)c1ccccc1C(=O)O | 5%[57.5 µM]
O=C(CN1CCCC1)Nc1ccccc1Sc1ccccc1 | -2%
O=C(COC(=O)C1CCN(S(=O)(=O)c2cccs2)CC1)NCc1ccc(F)cc1 | 7%[57.5 µM]
Cc1c(Cl)cccc1NC(=O)C1CCN(S(C)(=O)=O)CC1 | -7%
COC(=O)CC1C(=O)NCCN1C(=S)Nc1ccccc1 (stereo not drawn) | 1%
CCOc1ccc(-c2nnn(CC(=O)NCc3ccc(C)cc3)n2)cc1 | -10%
NC(=O)CC[C@@H]1NC(=O)[C@@H]2CCCN2C(=O)c2cc([N+](=O)[O-])cc(I)c2NCCC[C@@H](C(N)=O)NC1=O | -5%
CCn1c2ccccc2c2cc(NC(=O)c3cccc([N+](=O)[O-])c3C)ccc21 | -9%
C1CCC(Nc2nc3nonc3nc2N2CCSCC2)C1 | 35%
COc1ccccc1N1CCN(C(=O)CN(C)S(=O)(=O)c2ccc3c(c2)c(=O)n(C)c(=O)n3C)CC1 | ?

# Entries above that contain a furan ring, fused or not:
SMILES | ERK EGF inh
O=C(N/N=C/c1ccco1)c1ccc(NC(=O)c2ccccc2Cl)cc1 | -3%
O=C(COC(=O)c1ccccc1NC(=O)c1ccco1)NC1CCS(=O)(=O)C1 (stereo not drawn) | 13%
O=C(NC(=S)Nc1ccccc1N1CCCC1)c1ccco1 | -1%[57.5 µM]
Cc1ccc(/C=N/n2c(-c3ccccn3)n[nH]c2=S)o1 | -11%[57.5 µM]
O=C(Oc1ccccc1/C=C\C(=O)c1cc2ccccc2o1)c1ccccc1 | 7%
CCCC(c1nnnn1Cc1ccco1)N1CCN(c2ccccc2)CC1 (stereo not drawn) | 3%

# (next part)
mol	ERK EGF inh
COCCNc1cc(N)c([N+](=O)[O-])cc1[N+](=O)[O-]	15%
Cc1ccc(C)c(NC(=S)N(C)CCO)c1	-2%
Cc1ccc(NC(=O)CC(=O)c2ccc([N+](=O)[O-])cc2)cc1S(=O)(=O)Nc1cccc(Cl)c1	18%
COc1nc(N/N=C/c2ccc(C)cc2)nc(N2CCCCC2)n1	2%
Cc1ccc(/C=C/C(=O)Nc2cccnc2)o1	13%
S=c1[nH]nc(COc2ccccc2)n1/N=C/C=C/c1ccccc1	2%
Cc1sc(-c2ccncc2)nc1OC(=O)c1ccc(F)cc1F	3%
CC(=O)Nc1ccc2c(c1)ncn2-c1ccccc1	5%[57.5 µM]
CC(=O)Nc1ccc(S(=O)(=O)NC2(C(F)(F)F)NC(=O)N(c3ccccc3F)C2=O)cc1 (stereo not drawn)	4%
CCCCn1c(O)c(/C=C/C=C/C=Nc2ccccc2)sc1=S	?
COc1cc2[nH]c(=O)c(C(=O)NCCCN3CCOCC3)c(O)c2cc1OC	5%
COc1ccc(-c2nc(-c3cccs3)no2)cc1	-6%[57.5 µM]
O=[N+]([O-])c1ccc(/C=N/N2CCN(c3ccncc3S(=O)(=O)N3CCCCC3)CC2)cc1	0%
CC(C)NC[C@@H](O)COc1ccccc1-n1cccc1	2%
COc1ccc(C(=O)C(CCC(CNC(C)(C)C)C(=O)c2ccc(OC)cc2)CNC(C)(C)C)cc1 (stereo not drawn)	1%
Cc1ccc(NC(=O)COC(=O)c2cccnc2Cl)cc1S(=O)(=O)N1CCCCC1	-8%
Cc1cccc(NC(=S)N(Cc2ccco2)C(C)c2cccs2)c1 (stereo not drawn)	-2%
COc1ccc(C(=O)NNC(=O)c2cc3cc([N+](=O)[O-])ccc3oc2=O)cc1OC	-2%
Fc1cnc(Cl)nc1N1CCN(c2ccccc2)CC1	-13%[57.5 µM]
Cc1ccc(Nc2c(F)c(F)c(F)c(F)c2C(=O)O)c(C)c1	?
Cc1ccccc1OCCNC(=O)/C=C/c1ccccc1	-4%
Cc1nc(C)c(C(=O)C2=C(O)C(=O)N(CCN3CCOCC3)C2c2cccs2)s1 (stereo not drawn)	13%
COc1ccc(S(=O)(=O)N2CCOCC2)cc1NC(=O)COC(=O)C1COc2ccccc2O1 (stereo not drawn)	8%
O=C(Nc1ccc(Cl)cc1C(F)(F)F)c1ccccc1	-1%
CC(C)Cc1ccc(C(C)C(=N)N)cc1 (stereo not drawn)	4%[57.5 µM]
O=C(CSc1nnc(CNC(=O)c2c(F)cccc2Cl)o1)Nc1ccc2c(c1)OCO2	-2%
O=C1C=C(c2ccccc2)OC(c2ccccc2)O1 (stereo not drawn)	-1%
Cc1ccc(-c2csc(NC(=S)NC(=O)c3ccco3)n2)cc1	1%
CN(C)S(=O)(=O)c1ccc(Cl)c(C(=O)OCC(=O)NC(=O)c2cccn2C)c1	-7%
O=C(NC(=S)Nc1ccc(CN2CCOCC2)cc1)c1ccc(-c2ccc(Cl)cc2)o1	-1%[57.5 µM]

# Next section, starting with the last 3 of the part before.
mol	ERK EGF inh
Cc1ccc(-c2csc(NC(=S)NC(=O)c3ccco3)n2)cc1	1%
CN(C)S(=O)(=O)c1ccc(Cl)c(C(=O)OCC(=O)NC(=O)c2cccn2C)c1	-7%
O=C(NC(=S)Nc1ccc(CN2CCOCC2)cc1)c1ccc(-c2ccc(Cl)cc2)o1	-1%[57.5 µM]
CN(Cc1cc(=O)n2ccsc2n1)Cc1nc2ccccc2c(=O)[nH]1	7%
Cn1cccc1C(=O)C(=O)Nc1ccccc1C(F)(F)F	-6%
C/C(CC(=O)Nc1ccc2ccccc2c1)=N\NC(=O)c1cnccn1	-5%
Cc1cc(C)nc(N/N=C/c2ccccc2OCc2ccc([N+](=O)[O-])cc2)n1	5%
CCC(=O)NC(=S)Nc1ccc(N2CCN(C(=O)c3ccc(Cl)cc3)CC2)cc1	-4%
CCCCNC(=S)N1CCN(c2ccc(C(C)=O)cc2)CC1	?
CN1CCN(c2ncnc3c2c(-c2ccccc2)cn3-c2ccc(F)cc2)CC1	3%
CCCCOc1ccc(NC(=S)Nc2cc(C)nc(SCCCC)n2)cc1	10%
COc1ccc(/C(=C\Nc2ccc(C)c(C)c2)C(C)=O)cc1OC	-8%
Nc1nnnn1CC(=O)N/N=C/c1cc([N+](=O)[O-])ccc1O	-8%
Cc1ccc(N=C2NC(=O)/C(=C\c3ccsc3)S2)c(C)c1	6%
Cc1ccccc1Nc1cccc2nonc12	?
CC(=O)N/N=C/c1ccc(OCCOc2ccc(Br)cc2)cc1	14%
CN=C1SC(C(=O)Nc2ccccc2Cl)CC(=O)N1c1ccc(OC(F)(F)Cl)cc1 (stereo not drawn)	5%
Cc1nc2ccccc2nc1SCC(=O)c1ccccc1	?
Cc1cc(Cl)ccc1OC(C)C(=O)NCCCn1ccnc1 (stereo not drawn)	-6%
CS(=O)(=O)N1CCC2(CCCN(Cc3ccc(C#N)cc3)C2)CC1	9%
OCCCNC(c1ccccc1)c1ccc(O)cc1 (stereo not drawn)	4%
COc1ccc(/C=C/c2nc3ccccc3n2Cc2ccccc2OC)cc1	-2%
COC(=O)c1cc(NC(=O)c2cc(-c3ccccc3Cl)oc2C(F)(F)F)ccc1N1CCOCC1	-13%[57.5 µM]
COc1ccc(OC)c(NC(=O)NNC(=O)CCCOc2ccc(Cl)cc2C)c1	-6%

# Assay outcomes (PubChem)
